NadD block: inhibitors of S. aureus NadD, primary screen, biochemical, colorimetric, uHTS | purified NadD enzyme, colorimetric absorbance read-out | inhibition, % at 20 µM | AID 602399, 2012 | Nicotinate-nucleotide adenylyltransferase NadD (Staphylococcus aureus N315) | hit rate 0.78% among 360,000; in the data active = inhibition above about 26%; note: some compounds past the cut are filed as inactive
NRP1-CendR mod: modulators of CendR peptide binding to NRP-1, primary screen, biochemical, fluorescence polarization, uHTS; Neuropilin-1 (Homo sapiens), O14786; FAM-RPARPAR peptide binding to NRP-1; inhibition, % at 25 µM; hit rate 0.85% among 360,000;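 active = inhibition or corrected inhibition above about 18%, plus a signal ratio from 0.5 to 1.5, limit read from the data, passing the limit was not always enough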; note: strong numbers were not always called active
SKN-1 block: suppressors of acrylamide-induced Pgst-4::GFP reporter in worms, primary screen, SKN-1 inhibitor project, whole organism, uHTS, GFP/RFP fluorescence ratio, strain VP596 | C. elegans VP596 Pgst-4::GFP/RFP ratio, 24 h | inhibition, % at 21.8 µM | hit rate 0.49% among 360,000 | AID 624304, 2012;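 active = interference check ratio from 0.5 to 1.5 plus GFP to RFP signal ratio inhibition reaching or exceeding a fixed threshold, cut at about 30% in these data, passing the limit was not always enough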; note: some compounds called inactive have numbers as strong as hits
Scp-1 inhibitor: Scp-1 phosphatase inhibitors, primary screen, biochemical, colorimetric, uHTS; inhibition, % at 20 µM; Recombinant Scp1, phosphopeptide, malachite green phosphate absorbance; AID 493091, 2011; Carboxy-terminal domain RNA polymerase II polypeptide A small phosphatase 1 (Homo …; hit rate 0.88% among 340,000;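 active = inhibition above about 50% at 20 µM, limit read from the data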;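 note: plate controls were DMSO wells with enzyme for no effect and wells lacking enzyme for full effect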
Target sequence (Q9GZU7 76-261 limits assumed): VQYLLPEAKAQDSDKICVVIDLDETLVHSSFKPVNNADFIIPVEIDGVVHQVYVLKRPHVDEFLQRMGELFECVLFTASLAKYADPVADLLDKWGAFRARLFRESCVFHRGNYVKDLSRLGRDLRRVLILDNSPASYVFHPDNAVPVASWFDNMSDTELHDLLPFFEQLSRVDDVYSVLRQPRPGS
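Test system: SCP-1 phosphatase catalytic domain, residues 76-261 | Compound dosing: One concentration, 20 µM, with 1.0% DMSO | Schedule: 45 min room-temperature reaction, 5 min colour, 30 min stabiliser | Detection: Absorbance at 630 nm | Read-out basis: % inhibition of SCP-1 phosphate liberation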
MT1-MMP act inh: blockers of MT1-MMP proenzyme processing, primary screen, HT1080 RFP-PRO-GFP cells, GFP/RFP fluorescence; GFP/RFP ratio change, % at 20 µM; hit rate 0.061% among 360,000; AID 651647, 2012; GFP/RFP ratio fluorescence, overnight; percent of plate control window, DMSO zero;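 active = GFP/RFP ratio change of at least 30% with cell ATP level not reduced by more than half and red fluorescence within 50% of control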; note: strong numbers were not always called active
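Compound: 20 µM single dose, 1% DMSO / System: HT1080 RFP-PRO-GFP cells / Controls: DMSO and RFP-L50D-GFP cell wells / Read-out basis: GFP/RFP fluorescence ratio / Schedule: overnight compound exposure at 37 °C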
DNMT1 block: human DNMT1 methyltransferase inhibitors, primary screen, biochemical, molecular beacon, fluorescence, HinP1I cleavage, uHTS; DNA (cytosine-5)-methyltransferase 1 (Homo sapiens), P26358; hit rate 0.83% among 360,000; inhibition (reported as % activation of signal), % at 10 µM; AID 588458, 2011; in the data active = inhibition above about 50%
STEP block: STEP phosphatase inhibitors, primary screen, biochemical, fluorescence intensity, uHTS. Tyrosine-protein phosphatase non-receptor type 5 (Homo sapiens), P54829. recombinant STEP, OMFP fluorogenic substrate. inhibition, % at 20 µM. hit rate 0.25% among 360,000. AID 588621, 2011;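 active = inhibition at 20 µM, scaled per plate between control wells, above about 37%, limit read from the data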;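 note: 0% = DMSO with enzyme and substrate and 100% = substrate only without enzyme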
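medium = Bis-Tris buffer pH 6.0, 2.5 mM DTT, 0.005% Tween 20 | test system = STEP (striatal-enriched tyrosine phosphatase) enzyme, cell-free | measure = normalized % inhibition | compound dosing = 20 µM, 1% DMSO | also added = 25 µM OMFP | schedule = reaction 20 min, ambient temperature | measured by = fluorescence read at 480 nm ex / 540 nm em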
LMPTP inh: LMPTP phosphatase inhibitors, primary screen, biochemical, fluorescence intensity, uHTS; Low molecular weight phosphotyrosine protein phosphatase (Homo sapiens), P24666; AID 651560, 2012; hit rate 0.22% among 360,000; recombinant LMPTP-A, OMFP fluorogenic substrate; inhibition, % at 20 µM;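 active = compounds that cut the enzyme signal by at least half of the control window in the single-dose screen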;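 note: plate controls were DMSO wells with enzyme plus substrate for no effect and substrate without enzyme for full effect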
Target sequence (P24666 whole entry, looked up): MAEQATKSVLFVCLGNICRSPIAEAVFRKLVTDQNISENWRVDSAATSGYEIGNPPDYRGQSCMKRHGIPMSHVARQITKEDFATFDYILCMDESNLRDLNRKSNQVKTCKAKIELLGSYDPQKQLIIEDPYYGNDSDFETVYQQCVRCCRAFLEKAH
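Assay system: LMPTP-A enzyme. Input: 0.625 nM LMPTP-A final. Probe or stimulus: 400 µM OMFP. Compound dosing: single 20 µM dose. Schedule: 50 min dark incubation at room temperature. Detection: fluorescence intensity of OMFP turnover product. Read-out: percent inhibition versus substrate-only and uninhibited controls. Benchmarks: no-enzyme low control, uninhibited high control.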
SUMO1-SIM PPI: modulators of SUMO1 protein-protein interactions, primary screen, biochemical, uHTS; Small ubiquitin-related modifier 1 (Homo sapiens), P63165; SUMO1 binding to a labelled peptide, TR-FRET, 1 h; inhibition, % at 20 µM; hit rate 0.33% among 360,000; AID 602429, 2012; in the data active = inhibition above about 37%
Target sequence (P63165 whole entry, looked up): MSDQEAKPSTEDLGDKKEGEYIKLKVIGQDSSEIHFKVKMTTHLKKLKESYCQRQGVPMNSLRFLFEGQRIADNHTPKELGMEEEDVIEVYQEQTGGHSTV
Rpn11 block: Rpn11 (PSMD14) deubiquitinase inhibitors, primary screen, biochemical, fluorescence polarization, uHTS. 26S proteasome non-ATPase regulatory subunit 14 (Homo sapiens), O00487. human 26S proteasome, Ub4-pepOG fluorescence polarization; 20S core pre-blocked with epoxomicin. calls only at 20 µM. hit rate 0.59% among 360,000;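 active = inhibition at 20 µM, scaled to each plate's controls, above about 33%, limit read from the data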
Target sequence (O00487 whole entry, looked up): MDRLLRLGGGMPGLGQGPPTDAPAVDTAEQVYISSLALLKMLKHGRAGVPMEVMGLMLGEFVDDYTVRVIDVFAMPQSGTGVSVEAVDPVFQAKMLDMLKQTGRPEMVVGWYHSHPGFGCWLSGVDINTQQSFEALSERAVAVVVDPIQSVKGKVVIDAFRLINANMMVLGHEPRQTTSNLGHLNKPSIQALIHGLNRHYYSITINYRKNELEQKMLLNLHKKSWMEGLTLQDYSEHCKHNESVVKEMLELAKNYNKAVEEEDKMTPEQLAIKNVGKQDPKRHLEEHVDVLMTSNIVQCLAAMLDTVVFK
* hit, by the source's call; i = inactive; nt = no result given.

SMILES	NadD block	NRP1-CendR mod	SKN-1 block	Scp-1 inhibitor	MT1-MMP act inh	DNMT1 block	STEP block	LMPTP inh	SUMO1-SIM PPI	Rpn11 block
CN(CC(=O)Nc1ccc(C#N)cc1)CC(=O)Nc1ccc(N2CCOCC2)cc1	-3	5	-8	0	2	-3	1	-3.2	4	i
C=CCn1c(SCC(=O)NCC2CCCO2)nc2sc(C)c(C)c2c1=O (stereo not drawn)	-9	12	6	-2	-2	2	-2	0.2	-6	i
CCN(CC)c1ccc(/C=C2/C(=O)c3ccc(C(=O)O)cc3C2=O)cc1	6	124	52*	20	-30	13	-33	32	4	nt
Nn1c(SC/C=C/c2ccccc2)nnc1-c1ccncc1	6	-3	4	1	0	-6	0	0.6	0	i
COCc1cc(=O)[nH]c(Nc2nc3ccc(C)cc3o2)n1	2	3	0	-4	3	1	0	1.2	1	i
Cc1oc(-c2cccc(F)c2)nc1CN(Cc1ccccc1)C[C@@H]1CCC(=O)N1	-6	-4	5	-6	-9	-2	0	-0.1	1	i
COc1nc(Nc2ccc3c(c2)OCO3)nc(OC)n1	-6	9	14	-7	2	-2	1	-1.9	0	i
CCOc1ccc(CCNC(=O)COC(=O)c2ccc[nH]c2=O)cc1OCC	1	0	-8	-7	0	1	4	-2.2	7	i
NNC(=O)c1cccc(COCC(F)(F)C(F)F)c1	11	16	4	-4	-2	0	1	-2.6	-1	i
CCN1CCN(S(=O)(=O)c2ccc(Cl)c(C(=O)NC3CCCC3)c2)CC1	-3	8	1	-8	4	2	-2	-1.6	0	i
O=C(Cc1ccc(Cl)cc1)Nc1cccc2ncccc12	-5	7	3	1	2	-5	-1	0.5	2	i
CCOc1ccccc1NC(=O)C(OC(=O)c1ccc(O)cc1)c1ccccc1 (stereo not drawn)	3	-15	2	-3	-5	-7	-1	3.1	1	i
CNc1nnc(-c2ccc(C)cc2)c2ccccc12	0	10	2	3	2	-2	0	3.7	-12	i
CC(=O)c1ccc(NC(=O)CCC(=O)N2CC(C)Oc3ccc(C)cc32)cc1 (stereo not drawn)	-6	4	-12	3	-4	-1	-2	-0.3	2	i
CCCC(=O)N(CC(=O)Nc1sc(C)c(C)c1C(N)=O)Cc1ccccc1	-4	24	11	-1	1	10	-2	-0.6	-2	i
CCCCNC(=S)NNC(=O)C12CC3CC(CC(C3)C1)C2	-5	-2	4	-2	1	4	0	2.7	-1	i
O=C(NCC(=O)N1CCOCC1)c1ccc(Br)o1	0	1	-1	8	1	6	-3	0.2	0	i
O=C(NCCCN1CCOCC1)c1ccc(Cl)c([N+](=O)[O-])c1	-4	4	-11	-10	2	-2	-1	-1.5	-23	i
CCN1CCN(S(=O)(=O)c2ccc(Cl)c(C(=O)N(C)Cc3ccco3)c2)CC1	-3	-6	11	-4	2	1	-1	0.1	-3	i
Nc1ccc(N2CCN(CCCCN3C(=O)C4CCCN4C3=O)CC2)cc1 (stereo not drawn)	5	-6	2	-8	17	-26	0	4.0	0	i
CN(C(=O)CC1C(=O)NCCN1Cc1ccccc1F)C1CCOCC1 (stereo not drawn)	0	5	-3	1	0	-4	-2	-2.8	-3	i
COc1ccc(OC)c(NC(=O)COC(=O)[C@H](Cc2ccccc2)NC(=O)c2ccco2)c1	-2	-1	7	-2	-5	-3	1	-0.3	2	i
O=C(/C=C/c1ccc(F)cc1)Nc1ccc(S(=O)(=O)N2CCOCC2)cc1	-4	-6	-2	-10	3	-3	-4	0.8	-11	i
Cc1ccc(SC(C)c2nc(-c3ccncc3)no2)cc1 (stereo not drawn)	-1	2	-10	-3	-4	-2	0	1.0	-1	i
CCN(CC)C(=O)C1CCN(Cc2ccc(OCc3ccccc3)cc2)CC1	7	-4	10	-15	-1	2	6	0.4	0	i
Cc1ccc(-c2nc(C=Nc3ccccc3)c(O)o2)cc1	-10	-12	4	-11	0	-4	-1	1.3	-14	i
Cc1c(C(=O)OCC(=O)N2CC(C)CC(C)C2)oc2ccccc12 (stereo not drawn)	-6	1	8	-10	2	0	0	0.8	2	i
CCOC(=O)Cc1csc(NC(=O)/C=C/c2ccco2)n1	-1	-11	-1	9	-3	6	-3	-0.8	-27	i
C/C(=N\NC(=O)Cc1cccn1C)c1ccco1	4	9	12	2	0	-4	1	-1.1	-2	i
NC(=O)c1nsc(C(=O)N(c2cccc(O)c2)C(C(=O)NC2CCCC2)c2ccc(Cl)cc2)c1N (stereo not drawn)	-13	-2	13	-10	-5	-3	0	1.1	8	i

Part of the list above in order of formula weight, high to low:
SMILES	NadD block	NRP1-CendR mod	SKN-1 block	Scp-1 inhibitor	MT1-MMP act inh	DNMT1 block	STEP block	LMPTP inh	SUMO1-SIM PPI	Rpn11 block
Cc1c(C(=O)OCC(=O)N2CC(C)CC(C)C2)oc2ccccc12 (stereo not drawn)	-6	1	8	-10	2	0	0	0.8	2	i
O=C(NCC(=O)N1CCOCC1)c1ccc(Br)o1	0	1	-1	8	1	6	-3	0.2	0	i
Cc1ccc(-c2nc(C=Nc3ccccc3)c(O)o2)cc1	-10	-12	4	-11	0	-4	-1	1.3	-14	i

New compounds follow.
SMILES	NadD block	NRP1-CendR mod	SKN-1 block	Scp-1 inhibitor	MT1-MMP act inh	DNMT1 block	STEP block	LMPTP inh	SUMO1-SIM PPI	Rpn11 block
Cc1ccc(-c2ccc(C)c(N)c2C)c(C)c1N	2	-12	1	5	5	4	0	1.7	1	i
CCN=C1NN=C(c2cc(C)n(CCc3ccccc3)c2C)CS1	17	0	1	15	-2	4	0	6.4	23	i
CCCCCC(CC(=O)NO)C(=O)NC(C(=O)N1CCCC1CO)C(C)C (stereo not drawn)	1	-1	12	-6	-8	5	-2	-0.8	-4	i
COC(=O)C1C(O)=C(C=NC2CCCCC2)C(=O)CC1(C)C (stereo not drawn)	6	-4	12	-12	3	2	2	-0.9	-4	i
COC(C[C@H](O)C[C@H](O)[C@H](C)OCc1ccccc1)OC	-4	5	-6	1	4	-2	-2	1.3	1	i
CCN(CC)C(=O)c1ccc(-c2nnc(Nc3cccc(O)c3)c3ccccc23)cc1	1	-9	-2	-1	2	-3	-1	2.7	-16	i
COCCN1C(=O)N[C@@H](c2cccc(C(F)(F)F)c2)[C@H](C(C)=O)[C@H]1C	-2	8	-5	-2	2	1	-1	-0.2	0	i
O=c1cc(-c2ccc(O)cc2)oc2cc(O)cc(O)c12	-5	-10	-14	-9	-15	-5	-2	1.5	-4	i
Cc1cc(NC(=O)CSc2nc3ccsc3c(=O)n2NC(=O)c2ccccc2)no1	-2	-3	-2	-2	5	2	1	-0.6	12	i
Cc1ccc(C[n+]2cc(-c3ccc(Cl)cc3)n3c2CCC3)cc1	-1	1	-7	2	-8	0	-1	0.6	-1	i
Cc1nnc(SCC(=O)Nc2nc(-c3ccc(F)cc3)cs2)[nH]c1=O	2	-10	9	-4	-4	1	-2	-0.8	12	i
CCc1ccc(C(=O)COC(=O)c2ccc(Cl)nc2)cc1	-6	3	-6	-10	6	-1	0	1.4	-1	i
CCOC(=O)C1(C)C=C(Nc2ccc(C)cc2)C(=O)N1c1ccc(C)cc1 (stereo not drawn)	8	2	-2	-1	0	8	2	-2.5	-3	i
CC1CCCCN1S(=O)(=O)c1ccc2c(c1)CCN2C(=O)C1CCC1 (stereo not drawn)	-1	-2	16	0	7	0	1	1.0	-4	i
CCOc1ccc(NC(=O)CN(Cc2ccccc2)S(C)(=O)=O)cc1	0	-2	-20	-8	4	1	1	0.9	2	i
O=C(NCCc1ccccc1)C1CCN(S(=O)(=O)N2CCC3(CC2)OCCO3)CC1	-7	2	12	-4	4	4	1	-1.8	-1	i
Cc1ccc(-c2[nH]c(=S)[nH]c(=O)c2C#N)cc1	3	-6	3	6	-1	1	0	-1.5	-1	i
Cc1ccc(CNC(=S)N2CCOCC2)cc1	-7	-5	14	-8	1	4	-2	0.2	2	i
O=C(N/N=C/c1ccc(Br)o1)c1cccnc1	-6	-3	10	-13	6	13	-1	0.3	-4	i
CC1CCC(NC(=O)Cn2c(=O)oc3ccccc32)CC1 (stereo not drawn)	0	-2	19	13	-1	2	0	1.8	-1	i
C/C(=N\NC(=O)CNc1cccc(Cl)c1C)C1CC1	-8	-4	7	0	0	1	-3	-0.3	1	i
CS(=O)(=O)c1ccc2nc(NC(=O)c3ccc(N4CCCC4=O)cc3)sc2c1	-2	-5	-11	-7	4	1	0	-0.5	-12	i
OCCC1CN(Cc2cccc3c2OCO3)CCN1Cc1ccccc1 (stereo not drawn)	2	11	1	-4	7	-1	0	-0.2	1	i
CN(C)CCCN(C(=O)c1cc(-c2cccs2)nc2ccccc12)c1nc2ccc(F)cc2s1	6	-12	3	2	-3	3	8	1.9	-3	i
O=C1CSC(c2ccccn2)N1Cc1cn2ccccc2n1 (stereo not drawn)	0	8	-8	-10	8	2	-4	-1.6	4	i
CCOC(=O)c1sc(Nc2nc(C)cc(C)n2)nc1C	-7	2	20	-2	-5	7	4	1.8	-1	i
N/C(=N\OC(=O)c1ccc(Cl)cc1)c1ccn[nH]1	-4	0	-5	1	5	3	2	-1.2	-2	i
O=C(O)C1CCCCC1C(=O)Nc1ccc2c(c1)OCO2 (stereo not drawn)	-8	2	6	-3	0	0	2	-1.2	-1	i
CC(C)CN(C(=O)c1cccc(Cl)c1)c1c(N)n(Cc2ccccc2)c(=O)[nH]c1=O	-8	-7	0	-2	-4	3	-3	-1.2	1	i

An unsorted share of the library; overall some 3.9% were active at least once.
